Compound activity: PubChem, several laboratories
Efflux pump mplx: inhibitors of Candida antifungal efflux pumps expressed in yeast | 330,000 tested, 0.44% active | AID 485275 | inhibition, % at 10 µM | S. cerevisiae Candida pump triplex, Nile Red efflux;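 active = plate passing quality check with inhibition over a set limit, or well fluorescence over plate mean plus 4 SD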;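 also: Nile Red retained in pooled yeast measured as flow cytometry median fluorescence; 0% = buffer negative control and 100% = Enniatin B positive control; higher means more Nile Red kept so more efflux inhibition; some compounds called inactive have numbers as strong as hits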
GLD-1 TGE inh: GLD-1-TGE RNA interaction inhibition (C. elegans) | purified GLD-1 + fluorescein TGE RNA, fluorescence polarization | inhibition, % at 5.96 µM | 320,000 tested, 0.44% active;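 active = percent inhibition above a per-plate cutoff, the plate mean of test compounds plus 3 SD, cut at about 30% in these data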;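 also: 0% = DMSO wells with GLD-1 and probe and 100% = wells lacking GLD-1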
GRK2 aptamer HTS: human GRK2 inhibition via aptamer displacement. P25098. 330,000 tested, 0.59% active. bead flow cytometry, FAM-aptamer displacement from GRK2. inhibition of aptamer binding, % at 10 µM. AID 488847;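 active = inhibition of aptamer binding above 40%, roughly 3 SD of noise, on plates passing a quality check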;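 also: median bead fluorescence of bound FAM aptamer so fluorescent compounds give negative values; no value below 0 was filed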
MEX-5 binding: C. elegans MEX-5 TCR-2 RNA binding activity | Q9XUB2 | activity score (negative = inhibition of binding), % at 10 µM | AID 1832 | MEX-5/FITC-TCR2 RNA binding, fluorescence polarization; hits give low values | 300,000 tested, 0.38% active;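 active = inhibition past about -25% in most replicates, and total fluorescence under double the plate's negative control median, limit read from the data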;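 also: 0% = DMSO and -100% = 5 µM competing unlabeled TCR2 RNA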
VLA-4 inh: inhibition in a human VLA-4 binding assay; VLA-4 expressing cells, ligand binding flow cytometry; inhibition, % (about 7 µM as worked out from the volumes in the protocol); 330,000 tested, 0.2% active; in the data active = inhibition above about 50%
Target sequence (P13612 whole entry, looked up): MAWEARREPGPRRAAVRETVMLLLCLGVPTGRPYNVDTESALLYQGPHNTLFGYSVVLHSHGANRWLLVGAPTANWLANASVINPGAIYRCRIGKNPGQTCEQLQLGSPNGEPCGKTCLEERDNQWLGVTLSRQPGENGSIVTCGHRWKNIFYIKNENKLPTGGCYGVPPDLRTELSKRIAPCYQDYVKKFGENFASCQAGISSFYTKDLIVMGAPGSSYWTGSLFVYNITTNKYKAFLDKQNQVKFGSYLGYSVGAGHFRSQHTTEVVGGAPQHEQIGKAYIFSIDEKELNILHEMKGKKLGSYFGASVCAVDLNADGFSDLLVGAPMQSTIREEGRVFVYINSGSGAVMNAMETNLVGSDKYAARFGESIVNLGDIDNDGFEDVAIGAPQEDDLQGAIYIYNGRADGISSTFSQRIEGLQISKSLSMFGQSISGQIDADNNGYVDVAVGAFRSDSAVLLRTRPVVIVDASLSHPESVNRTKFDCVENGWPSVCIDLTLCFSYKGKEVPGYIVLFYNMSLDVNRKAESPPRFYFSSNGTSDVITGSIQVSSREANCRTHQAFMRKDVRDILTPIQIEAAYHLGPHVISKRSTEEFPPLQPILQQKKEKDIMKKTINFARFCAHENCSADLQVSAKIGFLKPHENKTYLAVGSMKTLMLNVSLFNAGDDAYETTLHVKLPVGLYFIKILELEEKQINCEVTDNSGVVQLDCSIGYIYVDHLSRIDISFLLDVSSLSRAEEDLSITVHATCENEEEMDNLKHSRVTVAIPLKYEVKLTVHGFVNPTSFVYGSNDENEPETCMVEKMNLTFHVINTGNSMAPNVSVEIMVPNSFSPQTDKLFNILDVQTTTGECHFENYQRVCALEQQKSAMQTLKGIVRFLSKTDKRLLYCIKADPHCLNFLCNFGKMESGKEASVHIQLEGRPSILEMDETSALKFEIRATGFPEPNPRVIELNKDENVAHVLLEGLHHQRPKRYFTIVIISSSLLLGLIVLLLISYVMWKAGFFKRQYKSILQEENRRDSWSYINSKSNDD
BCLXL inh: inhibitors of human Bcl-xL | GST-Bcl-xL / FITC-Bim BH3 peptide fluorescence polarization | inhibition, % at 10.9 µM | 320,000 tested, 0.7% active | AID 2129;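 active = inhibition above the mean of all tested compounds plus 3 SD, cutoff set per campaign, cut at about 30% in these data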;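 also: 0% = DMSO wells and 100% = unlabeled Bim-BH3 peptide competitor; inhibitors lower millipolarization by displacing the labeled peptide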
PME-1 primary: blocks human protein phosphatase methylesterase 1; inhibition, % at 5.9 µM; recombinant PME-1, FP-Rh probe fluorescence polarization; 320,000 tested, 0.53% active;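 active = inhibition above the campaign mean of all compounds plus 3 SD, cut at about 26% in these data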;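 also: competitive labeling of PME-1 active site by serine hydrolase directed probe; 0% = PME-1 with DMSO and 100% = wells lacking PME-1 enzyme; inhibitors block probe labeling so polarization falls and inhibition rises; many of its hits are not listed in these tables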
Fam108B inh: counter-screen for RBBP9 inhibitors: inhibitors of mouse Fam108B; recombinant Fam108B, FP-Rh probe fluorescence polarization; inhibition, % at 9.51 µM; 300,000 tested, 0.33% active; AID 1947;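 active = inhibition above the screen mean inhibition plus 3 SD, computed separately per campaign, cut at about 18% in these data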;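 also: inhibitors lower polarization as less probe binds the enzyme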
MCL1 BIM primary: disrupts human MCL1 binding to BIM-BH3 peptide. Q07820. AID 2057. GST-MCL1 / FITC-Bim-BH3 fluorescence polarization. inhibition, % at 10.9 µM. 320,000 tested, 0.68% active;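 active = inhibition above the mean inhibition of all tested compounds plus 3 SD, set per campaign, cut at about 40% in these data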;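 also: 0% = DMSO wells and 100% = unlabeled Bim-BH3 peptide control; higher means more loss of mP so more displacement of Bim peptide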
An asterisk follows results filed as active; / = no result given. An excerpt, so the mix of outcomes need not match the whole.

smiles	Efflux pump mplx	GLD-1 TGE inh	GRK2 aptamer HTS	MEX-5 binding	VLA-4 inh	BCLXL inh	PME-1 primary	Fam108B inh	MCL1 BIM primary
O=C(c1cccs1)N1N=C(c2ccccc2)CC1c1ccccc1 (stereo not given)	0.0	-5.1	0.0	0.3	-26.8	5.8	-4.8	-7.1	-0.1
O=C(Nc1ccccc1F)C(=O)Nc1cccc2ccccc12	0.0	2.9	2.0	-1.3	-0.1	-11.5	-2.6	1.5	3.2
COc1ccc(-c2c(-c3cc(OC)cc(OC)c3)n(C)c3ccc(-c4ccc5c(c4)OCCO5)cc23)cc1	0.6	-9.9	3.0	/	13.9	/	/	/	/
Cn1c(=O)oc2cc(S(=O)(=O)NCCC(=O)Nc3ccc4c(c3)OCCO4)ccc21	-1.7	5.2	7.0	-5.5	3.5	4.4	0.0	0.8	7.7
COc1ccc(C2=NOC(C(=O)Nc3cc(C)on3)C2)cc1OC (stereo not given)	0.4	-1.4	0.0	-4.9	3.3	3.3	-0.6	10.5	6.9
CCN(Cc1ccccc1)C(c1ccccn1)c1nnnn1C1CCCCC1 (stereo not given)	-0.3	3.2	3.0	-1.0	-12.3	1.3	4.7	-2.7	-1.4
Cc1ccc(S(=O)(=O)N2CCOCC2)cc1C(=O)OCC(=O)NCc1ccccc1	0.1	6.4	0.0	-1.1	2.6	-6.5	-0.3	0.7	-7.3
COc1ccccc1-c1coc2c(CN3CCC(C)CC3)c(O)ccc2c1=O	0.4	0.3	2.0	-0.6	8.1	3.6	-0.2	3.4	8.7
CCOC(=O)c1c(NC(=O)CSc2nnc(CNc3ccc(Cl)cc3)o2)sc(C)c1C	0.1	-3.8	0.0	0.3	8.8	-3.1	-6.4	-1.9	-6.6
CC1CN(C(=O)Cn2cc(S(=O)(=O)CC(=O)N3CCOCC3)c3ccccc32)CC(C)O1 (stereo not given)	0.1	1.9	0.0	-2.8	10.6	-1.9	-1.1	4.8	-3.1
CN(C)S(=O)(=O)Nc1ccc(Br)cc1F	0.2	-3.5	2.0	-0.1	10.9	5.2	-3.8	1.5	5.4
COc1cc2c(O)c3c(c(-c4ccc5c(c4)OCO5)c2cc1OC)C(=O)OC3	0.1	3.5	2.0	1.7	12.9	1.0	2.4	4.9	-1.4
O=C(c1ccc(S(=O)(=O)N2CCOCC2)cc1)N1CCN(c2ccccn2)CC1	0.2	2.7	3.0	-1.2	0.9	4.1	0.8	-0.6	5.2
CN(C(=O)c1ccc2c(c1)OCO2)C1CCS(=O)(=O)C1 (stereo not given)	-0.1	-4.7	0.0	1.2	3.2	2.8	-0.7	-5.7	5.2
Cc1cnc(C(=O)Oc2ccc(-c3ccccc3)cc2)cn1	0.2	4.8	17.0	0.7	1.2	7.3	0.1	-0.1	-2.0
O=C(N/N=C/c1c[nH]c2ccc(Br)cc12)c1ccncc1	0.0	3.6	0.0	-1.2	-11.3	4.1	6.6	3.8	0.6
CCOc1cc(C(=O)NCCN2C(=O)S/C(=C\c3cccnc3)C2=O)cc(OCC)c1OCC	0.0	-4.5	0.0	0.6	4.1	3.9	2.5	-1.4	2.6
CCCC(=O)Oc1ccc(N(C(=O)CCC)S(=O)(=O)c2cccc([N+](=O)[O-])c2)cc1	0.0	4.4	0.0	0.3	24.4	1.9	0.7	1.7	6.2
O=C(C1CC(=O)N(c2ccc3c(c2)OCCO3)C1)N1CCN(c2ccccc2O)CC1 (stereo not given)	-1.2	1.8	3.0	2.3	7.1	2.5	0.1	1.5	2.6
COc1cc(C(=O)NC(=S)Nc2ccc([N+](=O)[O-])cc2)cc(OC)c1OC	0.8	32.2*	0.0	0.0	11.6	6.9	-0.5	2.6	12.3

Structures listed so far printed as active in GLD-1 TGE inh:
smiles | Efflux pump mplx | GLD-1 TGE inh | GRK2 aptamer HTS | MEX-5 binding | VLA-4 inh | BCLXL inh | PME-1 primary | MCL1 BIM primary
COc1cc(C(=O)NC(=S)Nc2ccc([N+](=O)[O-])cc2)cc(OC)c1OC | 0.8 | 32.2* | 0.0 | 0.0 | 11.6 | 6.9 | -0.5 | 12.3

(continued)
smiles	Efflux pump mplx	GLD-1 TGE inh	GRK2 aptamer HTS	MEX-5 binding	VLA-4 inh	BCLXL inh	PME-1 primary	Fam108B inh	MCL1 BIM primary
C=CCCC(=O)N1CCC(CCC(=O)NC2CC2)CC1	-0.1	3.0	0.0	1.3	-1.5	3.7	-9.7	-4.3	-3.7
COc1ccccc1/C=N/N1C(=O)C(CC(=O)Nc2ccc([N+](=O)[O-])cc2OC)SC1=Nc1cccc(C)c1C (stereo not given)	0.2	-0.8	2.0	-2.0	-6.4	5.7	3.7	-9.1	4.2
CCOC(=O)Cn1ccc(NC(=O)c2ccc(F)cc2)n1	0.3	-6.7	0.0	0.4	-1.4	4.3	0.5	-0.6	-6.5
O=C(CCCCCn1c(=S)[nH]c2cc3c(cc2c1=O)OCO3)N1CCN(c2ccc(F)cc2)CC1	-0.1	2.1	0.0	-1.2	8.3	7.3	-5.1	4.1	2.4
COC(C[C@H]1O[C@@H]1C(=O)COCc1ccccc1)OC	/	2.9	/	0.8	/	6.0	-2.5	-0.3	-0.2
Cc1ccc2c(c1)C(=O)C(=O)N2CC(=O)OC(C)C	-0.1	-1.4	1.0	0.0	6.2	3.1	-2.2	0.1	4.0
COc1ccc(OCC(=O)NC(=S)Nc2ccc3c4c(cccc24)CC3)cc1	0.1	-2.3	4.0	0.5	6.1	5.1	9.8	0.2	11.1
COc1ccc(CNc2nc(-c3cccnc3)nn2C(=O)CC(C)C)cc1	0.2	10.0	1.0	1.8	-2.8	8.0	-1.9	-3.9	1.7
CC(C)CN(C(=O)COC(=O)c1ccc(Cl)nc1)c1c(N)n(Cc2ccccc2)c(=O)[nH]c1=O	-0.1	9.6	5.0	-2.5	-0.2	-1.1	-2.6	-2.7	-4.6
O=C(NC1CCCCC1)C(c1ccc2ncccc2c1)N(Cc1ccccc1)C(=O)c1cccs1 (stereo not given)	0.3	3.1	2.0	-1.5	0.8	4.8	0.6	-4.1	-0.4
COc1cc(C)c(C)cc1S(=O)(=O)n1c(C)nc2ccccc21	-0.2	4.7	2.0	2.8	16.0	2.4	-3.2	-1.2	-4.1
Cc1ccsc1C(=O)N/N=C/c1ccc2c(c1)OCO2	-0.1	-3.0	4.0	0.5	-3.6	3.5	0.2	1.6	8.9
O=C(NNC1=NCCCCC1)Nc1ccc(Cl)cc1	0.0	0.6	0.0	2.0	4.4	2.4	-5.7	1.2	-12.7
CC1CCc2sc3nc(N4CCN(CCO)CC4)n4ncnc4c3c2C1 (stereo not given)	0.2	-2.2	0.0	0.5	8.3	8.9	-2.1	5.7	0.7
c1ccc(CCc2nc(-c3ccc(-n4cccc4)cc3)no2)cc1	0.5	-5.9	0.0	0.6	-0.8	5.5	-1.7	-1.4	10.4
CC(C)(C)c1ccc(/C=C/C(=O)Nc2ncccn2)cc1	-0.1	-2.9	0.0	-1.8	18.4	-3.3	-7.4	-4.9	3.0
CCC(C)NC(=O)CSc1nnc(-c2cc(-c3cccs3)nc3ccccc23)o1 (stereo not given)	0.2	4.0	0.0	1.1	-2.8	4.8	-4.6	0.5	1.1
COC(=O)c1cc(C#N)c(NCc2ccccc2)nc1C	0.0	-2.8	0.0	1.1	7.7	-3.1	-5.3	-5.8	-0.9
COc1cccc2c1OCC/C2=N\NC(=O)COc1ccccc1C	-0.1	4.0	0.0	3.1	1.7	5.4	-8.1	0.2	1.7
Cc1ccc(SCC(=O)Nc2nncs2)cc1	0.0	11.2	4.0	0.2	-15.5	-0.2	-8.9	3.7	0.4
O=C(NCc1ccccn1)C(=O)NCC(c1ccco1)N1CCN(c2ccc(F)cc2)CC1 (stereo not given)	0.0	3.9	0.0	1.7	0.9	31.6*	1.2	-1.0	20.0
CCOc1ccc(-n2c(SC(C)C(=O)OC)nc3c(c2=O)SCC3)cc1 (stereo not given)	-0.1	-5.0	6.0	-1.6	-4.8	4.4	-1.5	-0.8	0.8
CCc1nccn1S(=O)(=O)c1ccccc1[N+](=O)[O-]	0.0	11.2	0.0	-3.5	5.3	5.8	2.8	-3.8	13.6
COc1cc(CNCc2ccc(C(=O)O)cc2)ccc1OCc1ccc(F)cc1	0.1	-0.1	2.0	-1.4	-3.7	-4.5	-5.1	-6.4	-5.6
C=CCn1c(SCc2csc(-c3ccc(Cl)cc3)n2)nnc1-c1ccccc1OC	0.0	-0.8	0.0	-0.6	23.9	-8.8	16.3	-1.8	-20.6
Cc1cc(C)c2nc(N3CCC(C(=O)NCCCN4CCCC4=O)CC3)sc2c1	0.1	6.1	0.0	-0.2	-1.7	6.5	-3.0	3.1	5.4
Cc1ccc(S(=O)(=O)n2nc(-c3ccc(Cl)cc3)nc2NCc2ccco2)cc1	-0.2	10.2	0.0	3.1	-3.9	6.8	-9.1	-13.5	0.0
Cc1cc(C(=O)Nc2nc3ccc(S(C)(=O)=O)cc3s2)c(C)o1	0.4	-4.5	0.0	1.5	-3.5	-0.3	2.8	0.9	-3.8
CC/C=C/C(=O)N1CC2(CC(c3cccc(NC(=O)CCCCC)c3)=NO2)C[C@H]1C(N)=O (stereo not given in full)	0.1	0.9	2.0	0.5	0.1	-2.6	0.2	-2.6	-4.5
O=C(CSc1nnc(-c2ccccc2)n1-c1ccccc1)c1cccs1	0.2	3.0	0.0	1.0	0.8	6.1	-1.7	3.0	3.2
Cc1cc(C)nc(NS(=O)(=O)c2ccc(NC(=O)COc3ccccc3F)cc2)n1	0.0	0.2	0.0	/	-2.8	-1.4	0.1	/	-0.4
C=CCNC(=S)/N=c1/ccccn1CCC	0.0	-0.2	0.0	1.1	18.4	13.1	1.4	-2.4	8.5
COC(=O)[C@]1(C)N[C@H](CN(C)C(=O)c2ccccc2)[C@@H]2C(=O)N(C)C(=O)[C@@H]21	-0.2	2.3	6.0	/	23.6	/	/	/	/
